Pf apPOL inh = Pf-apPOL DNA polymerase inhibition | hit rate 0.25% among 210,000 | inhibition, % at 10 µM | Recombinant Pf-apPOL, molecular beacon fluorescence, 1.5 h
mHTT-CaM PPI inh = inhibitors of human mutant huntingtin-calmodulin interaction; AlphaScreen His-mHTT/GST-CaM binding, luminescence; inhibition, % at 15 µM; hit rate 3.6% among 190,000;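 also: 0% = both proteins with DMSO and 100% = one protein alone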
An asterisk follows results filed as active; nt = no result given; & = joins results of further samples. Rule as the data show it: active = inhibition above about 50%; inactive = the rest. An unsorted share of the library; any-hit rate near 3.7%.

Start of the listing, in advance, 3 compounds:
SMILES | Pf apPOL inh | mHTT-CaM PPI inh
Cc1nc(SCCC(=O)O)c2ccccc2n1 | 0 | 1
COc1ccc(C)cc1NC(=O)CN1C(=O)c2cccnc2C1=O | -16 | 22
COc1cc(NC(=O)c2ccc(Cl)cc2Cl)cc(OC)c1 | -11 | -15

The whole of this part, previewed entries included:
SMILES | Pf apPOL inh | mHTT-CaM PPI inh
Cc1nc(SCCC(=O)O)c2ccccc2n1 | 0 | 1
COc1ccc(C)cc1NC(=O)CN1C(=O)c2cccnc2C1=O | -16 | 22
COc1cc(NC(=O)c2ccc(Cl)cc2Cl)cc(OC)c1 | -11 | -15
Cc1ccc(C)c(NC(=O)C2C(c3ccccc3)C2(Cl)Cl)c1 (stereo not drawn) | 3 | -14
Cc1nnc(CNC(=O)C(=O)Nc2ccccc2C#N)o1 | -5 | -18
Cc1cc(OCC(=O)NC2CCCCC2C)cc(C)c1Cl (stereo not drawn) | -6 | -14
Oc1c(I)cc(I)cc1C=Nc1ccc(F)cc1 | -4 | 21
COc1ccc(N2CCN(CC(=O)c3ccc(F)cc3)CC2)cc1 | -7 | 6
Cn1cnc(S(=O)(=O)N2CCC(c3nc(-c4ccccc4)no3)C2)c1 (stereo not drawn) | -5 | -4
NC(=NOC(=O)C=Cc1ccc(OC(F)(F)F)cc1)c1cccs1 | -7 | nt
O=C1c2cccnc2C(=O)N1c1ccc(-c2nc3ccccc3o2)cc1 | 1 | 4
Cc1csc(NC(=O)CSc2nnc(NC(=O)c3ccc4c(c3)OCO4)s2)n1 | -1 | -4
Cc1nc(C(F)(F)F)ccc1C(=O)OCc1ccc(-c2cc(C(F)(F)F)cc(C(F)(F)F)c2)o1 | -10 | nt
CCC(=O)Nc1c2c(nn1-c1ccc(C)cc1)CS(=O)(=O)C2 | -3 | 1
O=c1/c(=C/c2ccc(Cl)cc2)sc2nc3cc(Br)cnc3n12 | -2 | 2
CN(C)C=CC(=C(C#N)C(N)=O)c1ccc(Cl)cc1 | -10 | nt
O=C(NCc1ccc(F)cc1)c1ccc(N2CCNC(c3ccccc3)C2)nc1 (stereo not drawn) | 0 | 17
CC(=O)C1=C(C)NC2=C(C(=O)c3ccccc32)C1c1ccccc1 (stereo not drawn) | 8 | 41
CCCCCSc1nnc2c(n1)OC(c1cccn1C)N(C(C)=O)c1ccccc1-2 (stereo not drawn) | -9 | 35
Fc1ccccc1/C=C1\CCCC2=C1Nc1ncnn1C2c1ccccc1F (stereo not drawn) | 4 | 36
O=c1c([N+](=O)[O-])c(O)c2ccccc2n1-c1ccccc1 | -3 | -6
CCC(=O)N1CCc2cc(Br)cc(S(=O)(=O)NC3CCCCCC3)c21 | -2 | -1
CSC(N=C(N)C(F)(F)F)=C(C#N)C#N | 11 | nt
O=C1CCCc2c1sc1nc3n(c(=O)c21)CCCCC3 | nt | -3
O=C(Nc1ccc2c(N3CCOCC3)ncnc2c1)c1ccccc1C(F)(F)F | -1 | 5

Fetched by compound from the list above, three records:
SMILES | Pf apPOL inh | mHTT-CaM PPI inh
O=c1/c(=C/c2ccc(Cl)cc2)sc2nc3cc(Br)cnc3n12 | -2 | 2
Oc1c(I)cc(I)cc1C=Nc1ccc(F)cc1 | -4 | 21
Fc1ccccc1/C=C1\CCCC2=C1Nc1ncnn1C2c1ccccc1F (stereo not drawn) | 4 | 36

Later entries:
SMILES | Pf apPOL inh | mHTT-CaM PPI inh
O=c1oc2cc([N+](=O)[O-])ccc2nc1C=C(O)c1cccs1 | -3 | 18
Cc1c(C)n(C(=O)CSc2nc3ccccc3o2)c2ccccc12 | 19 | -6
COc1ccc(CCNC(=O)CSc2nnc(-c3ccc(Cl)s3)o2)cc1OC | 1 | -8
Cc1ccc(N2CC(c3nc(-c4cccs4)no3)CC2=O)cc1 (stereo not drawn) | -10 | -13
COCCCn1c(C(=O)O)cc2c(=O)n(C)c(=O)n(C)c21 | -7 | -6
Cc1ccc(S(=O)(=O)N=C2C=CC(=NS(=O)(=O)c3ccc(C)cc3)C=C2)cc1 | -2 | 23
COc1ccc2c(c1)-c1onc(C(=O)NCc3cccc(C)c3)c1CC2 | 2 | -45
Cc1cccc(OCC(=O)Nc2ccc(S(=O)(=O)Nc3nccs3)cc2)c1C | -4 | 26
CCc1cc2c(=O)c(Oc3ccc(F)cc3)c(C)oc2c(CN(C)C)c1O | 6 | 0
CC1CCN(C(=O)C2CCCN2C(=O)c2cc(-c3ccccc3)on2)CC1 (stereo not drawn) | -8 | 22
COc1cc(C(=O)N2CCC(CC(=O)NCCN3CCOCC3)CC2)cc(OC)c1OC | -6 | -6
C=C(C)CN(CC)Cc1ccc([N+](=O)[O-])o1 | 0 | -3
Cc1ccc(C(=O)N2CCC(c3ccn4ncc(C(=O)N5CCCCC5)c4c3)CC2)c(C)c1 | 0 | 12
CCN1C(=O)C2C(c3ccccc3O)NC(Cc3c[nH]c4ccccc34)(C(=O)O)C2C1=O (stereo not drawn) | 1 | -1
O=C(Nc1ccc(F)c(F)c1)c1ccc(N2CC3CC(C2)c2cccc(=O)n2C3)c([N+](=O)[O-])c1 (stereo not drawn) | -5 | 22
COc1ccc(OC)c(S(=O)(=O)N2CCCC(c3nnc(C)s3)C2)c1 (stereo not drawn) | -2 | 0
COc1ccc(CN(CCC(c2ccc3c(c2)OCO3)c2ccccc2OC)C(C)=O)cc1 (stereo not drawn) | 2 | 53*
Nc1cc(-c2cccs2)nn1C1CCS(=O)(=O)C1 (stereo not drawn) | -5 | -6
Cc1ccccc1OC(=O)OCC(C)C | -5 | -3
O=C(NCCc1ccc(F)cc1)C(=O)NC1CC1 | -3 | 2
COc1ccccc1NC(=O)c1cc(S(=O)(=O)NC2CCCCCC2)ccc1F | -5 | -6
Cc1cc(-c2ccccc2)n(-c2cc(N3CCN(C)CC3)ncn2)n1 | -5 | 4
N/C(=C\C(=O)c1cc(Cl)ccc1O)C(Cl)(Cl)Cl | 1 | 15
CCOC(=O)N1CCN(CC(O)COc2ccc(C(C)C)c(C)c2)CC1 (stereo not drawn) | 1 | 40
COc1ccc(CCNC(=O)c2cccn3c(=O)c4sccc4nc23)cc1OC | -7 | 5
SMILES | Pf apPOL inh | mHTT-CaM PPI inh
COC(=O)C(C)Oc1ccc2c(=O)c(-c3ccc(Cl)cc3)coc2c1 (stereo not drawn) | -12 | -2
NC(=O)c1ccccc1NC(=O)c1ccoc1 | -15 | nt
O=C(c1ccc(CSc2ccccc2)cc1)N1CCCCCC1 | -1 | 3
O=C(c1ccc(OCC2CCCN(C(=O)c3ccoc3)C2)cc1)N1CCOCC1 (stereo not drawn) | 30 | -5
CCOc1cccc(OCCOc2cccc(C)c2)c1 | -15 | -171
O=C(Cc1ccc(F)cc1)N1CCC(COc2ccccc2C(=O)N2CCCCC2)CC1 | 1 | 5
Cc1ccc(-n2nc3c(c2NC(=O)/C=C/c2ccc4c(c2)OCO4)CSC3)c(C)c1 | -3 | 39
CC(=O)NS(=O)(=O)c1ccc(NC(=O)c2ccccc2[N+](=O)[O-])cc1 | -2 | 6
CCNc1cc(N2CCCC(CCC(=O)NC(C)C)C2)ncn1 (stereo not drawn) | -7 | -2
COC(=O)C(C)Oc1ccc2oc(=O)cc(-c3cc4ccccc4o3)c2c1 (stereo not drawn) | -3 | 1
Cc1cccc(-n2nnc(C(=O)NCCc3ccccc3)c2N)c1 | -2 | -4
COc1ccc(N2CCN(CC(O)COCc3ccc(Cl)cc3)CC2)cc1 (stereo not drawn) | 1 | 14
COc1ccc(N=C2C(=O)N(CN3CCN(Cc4ccccc4)CC3)c3ccccc32)cc1 | 1 | 19
Cc1nc(C(=O)NCc2cccnc2)c(C)n1C1CCN(C)CC1 | -7 | 0
CCN(C(=O)Cc1c(C(=O)O)[nH]c2ccc(Cl)cc12)c1ccccc1F | -11 | 11
COC(=O)c1cc(NC(=S)NC(=O)c2ccccc2)ccc1N1CCOCC1 | 5 | nt
Cc1cc(C)c(CNC(=O)C2CCCN(c3cnc4nccnc4c3)C2)c(C)c1 (stereo not drawn) | -2 | -8
COc1ccc([C@@H]2C[C@H](c3ccccc3)Oc3ccc(C(C)(C)C)cc32)cc1 | 0&-4 | -2&0
O=C(Nc1ccccc1Cl)c1cccc(C(=O)Nc2ccccc2Cl)c1 | 4 | -1
COc1ccc(CC(=O)N2CCc3nc(Cc4cccc(F)c4)[nH]c(=O)c3C2)cc1 | -3 | 8
CCc1onc(C)c1C1CCCN1C(=O)c1cccc(C(F)(F)F)c1 (stereo not drawn) | -1 | 2
O=[N+]([O-])c1ccc(S(=O)(=O)N2CCN(Cc3ccc(Br)cc3)CC2)cc1 | -9 | 13
CCN1c2ccccc2C(=O)NC12CCN(C(=O)c1cccc(F)c1)CC2 | -2 | -4
Nc1ncc(C2=C(Cl)C(O)C(Cl)=C(Cl)C2O)s1 (stereo not drawn) | -3 | 100*
COc1ccc(-c2csc3c(=O)n(Cc4ccccc4C)cnc23)cc1OC | -1 | 10
SMILES | Pf apPOL inh | mHTT-CaM PPI inh
CCCCN1C(=O)c2cccc3c(NC(=O)c4cc(OC)c(OC)c(OC)c4)ccc1c23 | -2 | 4
O=S(=O)(CCCOc1ccc(F)cc1)NCCc1c[nH]c2ccccc12 | -5 | 27
O=C(NC1CC1)c1ccc(-n2cc(CNC(=O)C3CC3)cn2)cc1 | -2 | -4
Cc1cc(/C=C2\NC(=O)NC2=O)c(C)n1-c1ccc(C#N)cc1 | -2 | 24
Nc1nc2c(c(C(F)(F)F)n1)CCCC2 | 6 | nt
COC(=O)CSc1sccc1[N+](=O)[O-] | 4 | nt
O=C(Nc1ccccc1O)c1ccc([N+](=O)[O-])cc1 | -9 | 3
O=C(Nc1ccccc1N1CCOCC1)c1ccccc1Br | -3 | -9
Cc1ccc(-c2nc(C3CCN(S(=O)(=O)c4ccc(F)c(F)c4)CC3)no2)cc1 | -5 | -7
Cc1nnsc1C(=O)N1CCC(CNC(=O)Cc2ccccc2Cl)CC1 | -5 | 0
NC(=O)C1CCN(C(=O)CC2CCCCC2)CC1 | -2 | -1
O=C(Nc1ccc(Br)cc1)C1CCN(S(=O)(=O)c2ccccc2)CC1 | 8 | -4
O=C(NCc1ccccc1)C1CCN(c2cn[nH]c(=O)c2)CC1 | -7 | 1
CCN(CC)C(=O)CC[C@H]1CC[C@]2(CCCN(C(=O)c3ccco3)C2)O1 | -8 | -3
O=C1C(=Cc2ccc3c(c2)OCO3)Oc2c1ccc(O)c2CN1CCN(CCO)CC1 | -11 | 4
Cc1ccc(NC(=O)C2CCc3sc(C(=O)N4CCOCC4)cc3C2)cc1 (stereo not drawn) | -2 | 3
O=C1C2C3CC(C(Br)C3Br)C2C(=O)N1c1ccc(F)cc1 (stereo not drawn) | 0 | -3
CC(=O)c1ccc(N2C(=O)CC(N3CCN(c4ccccn4)CC3)C2=O)cc1 (stereo not drawn) | 0 | 0
Cc1nc2cc(N3CC(C(=O)Nc4ccc(Cl)cc4F)CC3=O)ccc2o1 (stereo not drawn) | -4 | 0
COc1ccccc1CC(=O)N1CCC2(CC1)NC(=O)N(Cc1ccc(C)cc1)C2=O | -4 | 17
O=c1oc(-c2ccccc2Br)nc2cc(Cl)ccc12 | 2 | -9
O=c1ccc(-n2cccn2)nn1CCNS(=O)(=O)c1ccc(F)c(Cl)c1 | 0 | -14
COc1cc(Cl)c(C)cc1NC(=O)CCS(=O)(=O)c1ccc(C)cc1 | -4 | 15
O=C(NCCn1cc(SCc2ccccc2F)c2ccccc21)c1cccs1 | 0 | -2
COc1nc(N(C)S(=O)(=O)c2ccc(C)cc2)nc(C)c1Cl | -10 | 1
SMILES | Pf apPOL inh | mHTT-CaM PPI inh
COc1ccc(-c2noc(CCC(=O)NCc3ccccn3)n2)cc1 | 1 | 6
COc1cccc(-c2csc(CN3CCNCC3)n2)c1 | 3 | -9
O=c1c2c3c(sc2nnn1Cc1ccccc1F)CCCC3 | -11 | -25
O=C(NC(=C(Cl)Cl)S(=O)(=O)c1ccccc1)c1ccc(Cl)cc1Cl | -159 | 27
COC(=O)c1ccc(CSc2nnc(C)c(=O)[nH]2)o1 | 1 | 0
CCN(CC)CCNc1c(N)c(=O)oc2ccccc12 | -2 | 9
Cc1ccc(CNS(=O)(=O)c2cc(C(=O)Nc3ccc(F)c(F)c3)ccc2F)cc1 | 39 | 2
O=c1oc(-c2c(Cl)cccc2Cl)ns1 | 0 | nt
CCCc1cc(C2CCCN2Cc2cc(Cl)ccc2O)no1 (stereo not drawn) | 0 | -14
O=C(Nc1ccccc1Cl)c1cnn2c1NC(c1ccco1)CC2C(F)(F)F (stereo not drawn) | -2 | 11
COc1ccc(Br)cc1C(=O)Nc1ccc(F)cc1F | -14 | -12
CN(C)c1c(Cl)cnn(-c2ccccc2)c1=O | 2 | -4
Cc1ccc(C(=O)NCc2cccs2)cc1C | -9 | 12
COCC(C)NS(=O)(=O)c1ccccc1 (stereo not drawn) | -6 | -2
O=C(Nc1ccc(F)cc1)N1CCCC1c1nc(-c2ccccc2)no1 (stereo not drawn) | 0 | -3
O=C(CCC1CCCCC1)Nc1c2c(nn1-c1cccc(Cl)c1)CS(=O)C2 (stereo not drawn) | -3 | 20
Cc1cc([N+](=O)[O-])ccc1NCc1ccc2c(c1)OCCO2 | 1 | 22
CSc1nc(N)n2nc(-c3cccs3)cc2n1 | -4 | nt
Cc1cc(C(=O)NCc2ccc(N3CCCCCC3)nc2)no1 | -2 | 3

A second format for some results above:
> COCC(C)NS(=O)(=O)c1ccccc1 (stereo not drawn)
  Pf apPOL inh: -6; mHTT-CaM PPI inh: -2
> O=C(NC(=C(Cl)Cl)S(=O)(=O)c1ccccc1)c1ccc(Cl)cc1Cl
  Pf apPOL inh: -159; mHTT-CaM PPI inh: 27
> COc1ccc(Br)cc1C(=O)Nc1ccc(F)cc1F
  Pf apPOL inh: -14; mHTT-CaM PPI inh: -12
> O=c1oc(-c2c(Cl)cccc2Cl)ns1
  Pf apPOL inh: 0; mHTT-CaM PPI inh: nt

Record cards, as listed above. Order of values: Pf apPOL inh, mHTT-CaM PPI inh
Shown for COc1ccc(CN(CCC(c2ccc3c(c2)OCO3)c2ccccc2OC)C(C)=O)cc1 (stereo not drawn) → 2, 53*
Shown for Cc1ccc(C)c(NC(=O)C2C(c3ccccc3)C2(Cl)Cl)c1 (stereo not drawn) → 3, -14
